Compound activity: PubChem, National Center for Advancing Translational Sciences (NCATS)
D1 agonist: agonists of human D1 dopamine receptor. P21728. HEK293 T-REx D1 cells, calcium flux, agonist mode. activation, % at 2 µM. 360,000 tested, 1% active. AID 504660; in the data active means activation above about 30%; further: 0% is about no effect
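Tetracycline-induced HEK293 TREx D1 cells, force-coupled to calcium signalling, were dye-loaded with a no-wash calcium kit. Compound was pin-added after a 10 s baseline. Fluorescence was read kinetically at 1 cycle/s for 180 s, with calcium rises flagged as agonism.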
Vif-A3F inh: inhibitors of Vif-A3F interaction; HeLa A3F-eYFP + Vif (tagged APOBEC3F with the HIV-1 protein that degrades it), YFP fluorescence increase; Potency, µM (doses to about 46.1 µM), for the others: at the top dose activity, negative = active; 390,000 tested, 0.2% active; AID 602313; further: potency means the concentration at half of the fitted maximal effect; % of control where 0% means no effect; nearly all actives have a fitted effect of over 65% in size
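HeLa cells stably expressing Vif plus C-terminally eYFP-tagged A3F were seeded, incubated overnight at 37 deg C, dosed with compound, incubated overnight again at 37 deg C. Yellow fluorescence (Ex 488/Em 500-530) reported blocked Vif-mediated A3F-eYFP degradation.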
Glioma ERSR ind: ER stress response induction in glioma; 420,000 tested, 0.02% active; AID 602332; U87-MG GRP78 promoter luciferase reporter, 16 h; Potency, µM, without a hit: at the top dose activation, actives largely listed as activators; further: potency means the concentration at half of the fitted maximal effect; series mostly up to about 76 µM; % of control where 0% means no effect; nearly all actives have a fitted effect of over 35% in size
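ERSR induction read as luciferase luminescence (Bright-Glo, 10 min at room temperature) in stably transfected human U87-MG glioma cells exposed to compounds for 16 h, using GRP78 as sensor.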
D2 potentiator: D2 dopamine receptor (human) potentiation; HEK293 T-REx D2, calcium flux, EC20 dopamine potentiation; potentiation, % at 10 µM; 340,000 tested, 0.34% active;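 active means potentiation over 3 SD above the plate norm, cut at about 30% in these data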; further: 0% is about no effect
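Cells plated with tetracycline inducer and held overnight at 30 C; calcium dye loaded 30–90 min at room temperature; baseline taken, compound added and read 180 s; EC20 dopamine then added and read 180 s.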
D1 PAM: potentiators of human D1 dopamine receptor; potentiation, % at 10 µM; P21728; HEK293 TREx D1 cells, calcium flux, dopamine EC20 potentiation; AID 504651; 360,000 tested, 0.036% active; in the data active means potentiation above about 30%; further: 0% is about no effect
RXFP1 agonist: RXFP1 (human) receptor agonism; AID 2676; Potency, µM (titrated, usually from 57.5 µM), for inactives: at the top dose activation, usual class: activators; HEK293T-RXFP1 cAMP TR-FRET, 30 min; response scale: percent of porcine relaxin response, buffer zero; 370,000 tested, 0.3% active; further: potency means the concentration at half of the fitted maximal effect; on the % scale 0 is the no-effect control and ±100 the full control effect; nearly all actives have a fitted effect of over 60% in size; many of its hits are not listed in these tables
Target sequence (Q9HBX9 whole entry, looked up): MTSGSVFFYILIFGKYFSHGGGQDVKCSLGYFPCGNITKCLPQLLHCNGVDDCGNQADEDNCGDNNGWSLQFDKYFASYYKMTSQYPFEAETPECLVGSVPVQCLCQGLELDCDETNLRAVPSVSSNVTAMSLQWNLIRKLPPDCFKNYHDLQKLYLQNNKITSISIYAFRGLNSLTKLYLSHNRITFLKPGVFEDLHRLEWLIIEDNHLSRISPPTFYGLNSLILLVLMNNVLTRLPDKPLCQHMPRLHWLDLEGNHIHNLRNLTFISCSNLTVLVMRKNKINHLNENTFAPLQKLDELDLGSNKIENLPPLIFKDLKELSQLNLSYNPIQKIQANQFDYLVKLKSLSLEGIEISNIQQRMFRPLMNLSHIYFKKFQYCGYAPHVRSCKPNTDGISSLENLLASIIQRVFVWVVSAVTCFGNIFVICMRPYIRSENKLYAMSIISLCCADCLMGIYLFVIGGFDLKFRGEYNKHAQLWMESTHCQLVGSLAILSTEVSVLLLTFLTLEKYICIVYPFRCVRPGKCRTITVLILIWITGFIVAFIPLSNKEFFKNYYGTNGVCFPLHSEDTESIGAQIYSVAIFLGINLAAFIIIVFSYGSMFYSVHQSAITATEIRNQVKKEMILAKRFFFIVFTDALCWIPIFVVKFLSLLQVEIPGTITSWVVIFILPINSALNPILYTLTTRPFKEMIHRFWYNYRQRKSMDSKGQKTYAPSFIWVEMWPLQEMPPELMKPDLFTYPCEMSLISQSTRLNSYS
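Agonist response is measured as cAMP accumulation in an RXFP1-transfected HEK293T line under PDE4 inhibition. Values are scaled between buffer-only and 29 nM porcine relaxin, and EC50s come from standard Hill equation fits.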
Vif-A3G inh: blocks the Vif interaction with human APOBEC3G. Q9HC16. HeLa A3G-eYFP + Vif (tagged APOBEC3G with the HIV-1 protein that degrades it), YFP fluorescence, overnight. Potency, µM (doses to about 46.1 µM), for inactives: at the top dose activity, negative = active, usual class: inhibitors. 410,000 tested, 0.076% active. AID 602310;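 further: potency means the concentration at half of the fitted maximal effect; on the % scale 0 is the no-effect control and ±100 the full control effect; nearly all actives have a fitted effect of over 60% in size; hits raise eYFP signal because A3G escapes Vif-driven loss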
Target sequence (Q9HC16 whole entry, looked up): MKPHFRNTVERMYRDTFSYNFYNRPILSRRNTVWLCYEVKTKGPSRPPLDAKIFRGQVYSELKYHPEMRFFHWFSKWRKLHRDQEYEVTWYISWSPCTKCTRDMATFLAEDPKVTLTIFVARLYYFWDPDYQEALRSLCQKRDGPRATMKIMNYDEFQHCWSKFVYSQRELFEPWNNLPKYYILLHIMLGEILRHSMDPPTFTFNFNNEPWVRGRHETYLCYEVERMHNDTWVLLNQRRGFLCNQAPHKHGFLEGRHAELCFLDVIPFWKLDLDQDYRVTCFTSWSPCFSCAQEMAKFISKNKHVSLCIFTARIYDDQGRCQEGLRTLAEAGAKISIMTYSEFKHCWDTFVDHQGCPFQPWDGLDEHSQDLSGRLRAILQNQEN
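Read-out is eYFP fluorescence (Ex 488/Em 500-530) from Vif-expressing HeLa A3G-eYFP cells; more signal means A3G escaped Vif-mediated degradation. Cells plated overnight, compound pinned in, incubated overnight at 37 deg C.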
RXFP1 antag: antagonists of human relaxin receptor RXFP1; HEK293-RXFP1, relaxin-stimulated cAMP HTRF, 30 min; active compounds read low; activity change, negative = inhibition, % at 57.5 µM; 350,000 tested, 0.59% active; AID 1259400;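 active means activity change of -60% or lower, but not beyond a set lower limit; inconclusive means change between -60% and -40%, or beyond the set limit; inactive means change above -40%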; further: on the % scale 0 is the no-effect control and ±100 the full control effect
D1 antagonist: human D1 dopamine receptor antagonism; 360,000 tested, 3.2% active; AID 504652; HEK293 TREx D1 cells, calcium flux, dopamine EC80; active compounds read low; activity change, negative = inhibition, % at 10 µM; in the data active means activity change below about -30%; further: on the % scale 0 is the no-effect control and ±100 the full control effect
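HEK293 T-REx cells expressing inducible, force-coupled D1 receptor; no-wash Ca dye, 30–90 min RT. Cmpd → 180 s read at 1 Hz → EC80 DA → 180 s read.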
Numbers without * were called inactive; ? = inconclusive; nt = no result given; & = joins results of further samples. Unless noted, the call rests on the fitted dose curve; in most records, active means well fitted curve in the direction sought with a large enough effect; inconclusive means small, poorly fitted or top-dose-only effect, or another doubt; inactive means no such curve, though single readings can be large; an effect the other way counts as inactive or inconclusive. This is a subset. The share of hits here may be higher or lower than overall.

SMILES | D1 agonist | Vif-A3F inh | Glioma ERSR ind | D2 potentiator | D1 PAM | RXFP1 agonist | Vif-A3G inh | RXFP1 antag | D1 antagonist
CC(C)c1ccc(Nc2ncccc2C#N)cc1 | 2.3 | -0.5% | 2.4% | -5.0 | -1.8 | -2.1% | -8.7% | -1.6 | 1.9
COc1ccc(-c2cc3nc(C4CCN(C(=O)OC(C)(C)C)CC4)c(C(=O)O)cn3n2)cc1 | 3.0 | 0.2% | -3.5% | -2.2 | 7.2 | 12.3% | -5.6% | 12.5 | 1.9
O=C(CCNC(=O)C1CCN(S(=O)(=O)c2ccc(F)cc2)CC1)NCc1ccccn1 | nt | -2.2% | -4.5% | nt | nt | nt | -0.1% | 1.0 | nt
CCN(CC)c1ccc(NC(=O)/C=C\c2ccccc2Cl)cc1 | 2.1 | -5.3% | 4.7% | 8.6 | -6.1 | 0.1% | -7.9% | ? | -14.5
c1ccc(CNc2nc(N3CCOCC3)nc(N3CCOCC3)n2)cc1 | 0.1 | 6.6% | 1.2% | 5.9 | -0.7 | 0.5% | -5.2% | -10.5 | -17.5
CCOc1ccc(C2C=C(c3ccccc3)Nc3ncnn32)cc1 (configuration not stated) | 3.4 | nt | nt | -1.7 | 1.7 | 4.8% | nt | nt | -5.0
COCCOC(=O)c1c(NC(=O)CNC2CCCc3ccccc32)sc(C(N)=O)c1C (configuration not stated) | 1.6 | -0.7% | -7.3% | -1.9 | -3.2 | 25.7% | -0.4% | ? | -2.9
N#CC1=C(N)Oc2[nH]c(=S)[nH]c(=O)c2C12C(=O)Nc1ccccc12 (configuration not stated) | 3.9 | -19.3% | -2.2% | -1.6 | -2.3 | -0.7% | 2.4% | 7.9 | 9.4
CCOc1cccc2sc(N(CCCN(C)C)C(=O)Cc3ccccc3)nc12 | 36.8* | 3.6% | -2.6% | -13.4 | 0.8 | 1.8% | 3.8% | -11.2 | -1.2
CC1=C(C(=O)OCc2ccccc2)C(c2cccc(F)c2)NC(=O)N1 (configuration not stated) | 4.2 | -3.6% | -3.2% | 1.1 | -10.7 | 0.6% | -0.4% | 10.2 | -11.3
CNC(=S)N(CCc1c(C)[nH]c2ccc(OC)cc12)Cc1cc(OC)c(OC)c(OC)c1 | 0.1 | -5.7% | -1.3% | -4.2 | 2.5 | -0.3% | -8.6% | nt | -10.7
Cn1c(SCc2ccccc2Cl)nc(=O)c2c1NC(=O)CC2c1cc(F)ccc1F (configuration not stated) | -0.6 | -1.4% | 0.0% | 17.5 | -0.1 | -0.4% | ? | -0.1 | -11.9
CC(C(=O)NCc1ccco1)c1ccc([N+](=O)[O-])cc1 (configuration not stated) | 4.5 | -2.4% | -3.3% | nt | 3.6 | 0.3% | -2.0% | 3.7 | 1.4
COc1ccc(N(CC(=O)Nc2ccc(S(=O)(=O)N3CCCC3)cc2)S(C)(=O)=O)cc1OC | 0.5 | 0.1% | -4.5% | nt | -5.4 | 1.3% | 1.0% | -9.8 | -9.2
COc1ccc(-c2nn(-c3ccccc3)cc2/C=C(\C#N)S(=O)(=O)c2ccccc2)cc1OC | 1.7 | 0.9% | -3.2% | -10.8 | 0.7 | 2.7% | -1.0% | -3.7 | 10.8
COc1ccc(C(O)c2cnc(C)n2Cc2ccccc2)cc1 (configuration not stated) | nt | 0.0% | -0.7% | nt | nt | nt | 1.7% | -0.3 | nt
CCCc1[nH]n(-c2ccc([N+](=O)[O-])cc2)c(=O)c1C=NCCc1c[nH]c2ccccc12 | 4.0 | -2.8% | -0.6% | 2.5 | -2.1 | -0.5% | -1.0% | -1.6 | -16.5
COc1cc(/C=C2\SC(=S)N(NS(=O)(=O)c3ccccc3)C2=O)ccc1O | 44.0* | ? | -5.5% | -3.7 | 0.2 | -7.4% | -12.0% | -9.1 | -3.1
O=C(CCCl)N1CCCC2(CCCCC2)C1 | -0.1 | 2.1% | 1.1% | 6.5 | 1.9 | 0.6% | -0.8% | 2.3 | -12.7
Cc1cccc(C)c1-n1c(C)cc(/C=C2\C(=O)NN(c3ccccc3)C2=O)c1C | 1.8 | 0.7% | 8.2% | 3.0 | -5.4 | 0.1% | -1.0% | -33.8 | 0.0

As a short view, part of the list above:
SMILES | D1 agonist | Vif-A3F inh | Glioma ERSR ind | D2 potentiator | D1 PAM | RXFP1 agonist | Vif-A3G inh | RXFP1 antag | D1 antagonist
COc1cc(/C=C2\SC(=S)N(NS(=O)(=O)c3ccccc3)C2=O)ccc1O | 44.0* | ? | -5.5% | -3.7 | 0.2 | -7.4% | -12.0% | -9.1 | -3.1
O=C(CCCl)N1CCCC2(CCCCC2)C1 | -0.1 | 2.1% | 1.1% | 6.5 | 1.9 | 0.6% | -0.8% | 2.3 | -12.7
Cc1cccc(C)c1-n1c(C)cc(/C=C2\C(=O)NN(c3ccccc3)C2=O)c1C | 1.8 | 0.7% | 8.2% | 3.0 | -5.4 | 0.1% | -1.0% | -33.8 | 0.0

Additional structures.
SMILES | D1 agonist | Vif-A3F inh | Glioma ERSR ind | D2 potentiator | D1 PAM | RXFP1 agonist | Vif-A3G inh | RXFP1 antag | D1 antagonist
O=C(/C=C/c1ccc(Br)o1)OCc1ccccc1 | 0.7 | -5.7% | 3.6% | -1.6 | 2.5 | -1.7% | 1.1% | -29.2 | -0.1
COC(=O)c1cnn2c(C)c(Cc3cccc(F)c3)c(C)nc12 | 2.9 | -1.5% | -0.9% | -1.3 | -5.7 | 2.0% | -0.5% | nt | -14.1
Cc1cc2c(C)nc(N/N=C/c3ccc([N+](=O)[O-])cc3)nc2o1 | 0.4 | 5.8% | -2.3% | 2.4 | -6.5 | -0.2% | 1.3% | -2.4 | 5.1
Fc1cc(F)c(F)c(SCn2cc(Br)cn2)c1F | 5.3 | -0.8% | -3.7% | -7.0 | -4.2 | -0.7% | 0.6% | -11.1 | 11.7
Brc1cc2c(cc1/C=N/Nc1nc(N3CCOCC3)nc(N3CCOCC3)n1)OCO2 | 1.2 | -0.3% | -4.0% | -9.4 | -1.1 | -0.3% | -5.6% | 2.3 | 1.2
CN(C)c1ccc(/C=N/NC(=S)NCc2ccccc2)cc1 | 0.6 | 4.4% | 0.0% | -0.2 | 0.1 | 3.5% | 1.1% | -24.8 | -82.5*
CC(=O)Nc1ccc(NC(=O)c2cccc(S(=O)(=O)N3CCCCCC3)c2)cc1 | nt | 1.8% | -5.5% | nt | nt | nt | 1.6% | -5.7 | nt
COc1ccc(C)cc1NS(=O)(=O)c1ccc(Br)s1 | -0.4 | -9.0% | -3.6% | -0.8 | -6.7 | 0.3% | ? | -8.8 | -4.9
Cc1ccc(CNC(=O)c2ccc(NC(=O)CCS(=O)(=O)c3cccs3)cc2)cc1 | 3.8 | -1.4% | -5.2% | 2.6 | -6.8 | 1.2% | -1.9% | -12.0 | -10.2
CC(C)CC(=O)NCc1nc2cccnc2n1Cc1ccccc1 | 0.3 | -15.6% | 0.3% | 4.6 | -5.5 | 1.3% | -3.8% | 5.8 | 10.3
CCCn1c(=O)c2sccc2n2c(CCCC(=O)Nc3ccc(Oc4ccc(Cl)cc4)cc3)nnc12 | 1.7 | -2.0% | -4.6% | 6.0 | 1.2 | 3.4% | 8.6% | -14.3 | -9.3
O=C(Nc1cc(Cl)ccc1Cl)P(=O)(O)c1ccccc1 | nt | 2.1% | -1.9% | nt | nt | nt | -0.4% | 8.2 | nt
COc1ccc(-c2noc(CC(=O)Nc3ccc(F)cc3F)n2)cc1 | 7.1 | -0.3% | -3.7% | 1.8 | -5.3 | 0.7% | 1.9% | -35.5 | -6.3
CCCCn1nnc(NC(=S)NC(=O)c2ccc(-c3cccc(Cl)c3Cl)o2)n1 | 5.0 | 1.0% | -3.4% | -6.4 | 4.8 | 0.7% | -2.4% | -14.1 | 10.4
CC(=O)N1CCN(S(=O)(=O)c2ccc(S(=O)(=O)N3CCCC(C)C3)cc2)CC1 (configuration not stated) | 3.2 | 6.9% | 0.8% | -1.1 | -3.1 | 5.4% | 0.6% | 4.0 | -8.4
CCCS(=O)(=O)N1CCC(C(=O)NC2CCCC(C)C2C)CC1 (configuration not stated) | 4.2 | 3.2% | 5.4% | 5.4 | -4.2 | 2.2% | -0.1% | -5.6 | -8.4
CN1CCN(c2ccc(NC(=O)C(C)(c3ccccc3)c3ccccc3)cc2)CC1 | 11.0 | 9.9% | -0.8% | 7.3 | -7.2 | -0.3% | -4.2% | -2.9 | -21.7
Cc1sc2ncn(CC(=O)NCCN(C)C)c(=O)c2c1S(=O)(=O)N1CCC(C)CC1 | 1.9 | 13.0% | -5.0% | 2.9 | -5.2 | 3.0% | 1.8% | -2.1 | 2.5
Cc1ccc(NC(=S)c2nc3ccccc3[nH]2)cc1 | 0.1 | 0.8% | 0.3% | 2.9 | -3.1 | 1.4% | -9.3% | -13.9 | 1.2
NS(=O)(=O)c1ccc(NC(=O)CSc2nc3ccccc3nc2N2CCOCC2)cc1 | 5.1 | -7.0% | -2.1% | nt | -5.7 | 8.7% | -6.1% | -3.5 | -11.2
CCOc1ccc(-c2ccc(C=O)o2)c([N+](=O)[O-])c1 | -0.8 | -6.2% | -2.0% | 3.8 | -4.6 | -0.1% | 1.2% | nt | -16.6
CCC(CC)c1nnc(NC(=O)COc2ccc3c(c2)OCO3)s1 | 19.2 | 1.1% | 3.9% | -8.9 | -1.9 | -4.8% | -25.6% | -24.3 | -3.5
Cc1ccc(C(=O)N2CCC(C(=O)NCc3ccco3)CC2)cc1 | -0.5 | -1.5% | -4.0% | 5.7 | -0.9 | -2.3% | -1.2% | -27.8 | 5.4
CN(C(=O)c1coc(=O)c2ccccc12)c1ccc(Br)cc1 | 3.6 | 3.8% | -2.8% | 3.8 | -5.2 | 2.9% | 0.9% | -27.4 | 7.9
Cc1cccc(N2CCN(C(=O)c3ccc(CNc4c(N5CCC(C)CC5)c(=O)c4=O)cc3)CC2C)c1 (configuration not stated) | -0.2 | -5.6% | -0.8% | -7.6 | 1.6 | -0.2% | -25.9% | 5.2 | -0.1
Cc1ccc(NC(=S)N/C(=N/S(=O)(=O)c2ccccc2)c2ccccc2)cc1 | -1.5 | -22.9%&0.8% | 0.0%&5.1% | -0.9 | -2.0 | 0.0% | -0.6%&-0.7% | 4.9&2.8 | nt
CCCn1nc(NC(=O)c2ccncc2)c2cc3ccccc3nc21 | -0.6 | -5.4% | -4.1% | 0.6 | -2.9 | 0.3% | -1.9% | -8.1 | 4.5
